Screens from PubChem BioAssay.
bCat KO growth: primary screen for growth suppressors in beta-catenin knockout HCT116 cells (colon tumor, human); HCT116 beta-catenin knockout viability, CellTiter-Glo, 60 h; active compounds read low; viability, % at 10 µM; 1.5% of 140,000 active; AID 818, 2007;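 active means viability at or under a set limit, the compound median less 4 SD, cut at about 6% in these data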;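 further: 0% = Hyamine 1622 control at 20 µM and 100% = untreated cell control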
MRP-1 activ: H69AR viability gain despite doxorubicin, primary screen, MRP-1 activator project, H69AR cells, CellTiter-Glo. viability rescue. viability increase, % at 10 µM. 0.61% of 140,000 active. AID 799, 2007;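 active means viability gain under doxorubicin at or above a set limit, the compound median plus 3 SD, cut at about 4.7% in these data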;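 further: MRP-1 overexpressing cells given doxorubicin 25 µM after compound pretreatment; 18-22 h compound pretreatment then 72 h with doxorubicin before readout; 0% = doxorubicin-only wells and 100% = vehicle-treated cells without doxorubicin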
PTEN del growth: growth suppression of PTEN-null HCT116, primary screen, cell-based, CellTiter-Glo; HCT116 PTEN-null viability, 60 h; active compounds read low; viability, % at 10 µM; 1.2% of 140,000 active; AID 827, 2007;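 active means viability at or below a set limit, 4 SD under the median of all tested compounds, cut at about 3.7% in these data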;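 further: PTEN knockout HCT116 line with beta catenin targeted HCT116 as companion control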
Phagocytosis inh: inhibitors of macrophage phagocytosis, primary screen, imaging, J774A.1 cells, IgG beads. inhibition, % at 5 µM. J774A.1 macrophage IgG-bead phagocytosis. 0.07% of 110,000 active;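 active means inhibition above the mean of the plate negative controls plus 5 SD, cut at about 13% in these data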;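 further: phagocytic index as fraction of beads internalized from green versus red external bead signal; plate controls were DMSO negative control for no effect and cytochalasin-D positive control for full effect; some results beyond the cut were filed as inactive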
Yeast life ext: compounds extending yeast replicative lifespan, primary screen, S. cerevisiae, OD615. S. cerevisiae growth with nicotinamide; deaD strain in restrictive glucose medium. inhibition of the nicotinamide effect, % at 10 µM. 0.68% of 130,000 active;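 active means inhibition above a set limit, placed 3 SD over the median of all compounds, cut at about 26% in these data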;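 further: 0% = nicotinamide-treated wells and 100% = cells grown without nicotinamide; some compounds called inactive have numbers as strong as hits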
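Assay system: DeaD-strain S. cerevisiae. Medium: CSMM-D glucose medium, restrictive. Reagent: nicotinamide, 1.5 mM, co-present with compound. Compound: 10 µM single point, 0.25% DMSO. Schedule: culture preincubation 4 h, compound exposure 48 h, both 30 °C. Detection: absorbance at 615 nm.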
NPY-Y2 antag: NPY-Y2 receptor antagonists, primary screen, cell-based | Neuropeptide Y receptor type 2 (Homo sapiens), P49146 | NPY-Y2 expressing cells, antagonist mode | inhibition, % at 2.7 µM | 0.99% of 140,000 active | AID 793, 2007; in the data active means inhibition above about 17%;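 further: 0% = vehicle with agonist challenge and 100% = reference antagonist with challenge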
Target sequence (P49146 whole entry, looked up): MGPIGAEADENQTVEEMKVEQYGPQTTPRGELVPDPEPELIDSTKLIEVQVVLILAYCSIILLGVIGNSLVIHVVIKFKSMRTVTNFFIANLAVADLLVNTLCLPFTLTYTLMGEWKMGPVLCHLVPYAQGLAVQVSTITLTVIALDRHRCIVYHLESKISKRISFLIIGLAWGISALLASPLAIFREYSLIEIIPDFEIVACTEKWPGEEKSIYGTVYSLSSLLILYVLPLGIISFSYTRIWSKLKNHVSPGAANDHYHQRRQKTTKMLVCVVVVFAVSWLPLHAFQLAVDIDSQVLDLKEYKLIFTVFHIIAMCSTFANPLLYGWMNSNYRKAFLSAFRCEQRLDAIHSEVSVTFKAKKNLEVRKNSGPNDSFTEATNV
E-sel TNF inh: E-selectin induction blockers in HUVEC – imaging, immunofluorescence, high content, primary screen; HUVEC TNFa-induced E-selectin immunofluorescence; inhibition, % at 2 µM; 0.71% of 120,000 active; AID 1246, 2008;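 active means inhibition above the batch mean plus 3 SD, and confirmed as a hit on visual image review, cut at about 43% in these data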;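 further: 0% = TNF-stimulated DMSO wells and 100% = unstimulated control wells; not every result past the cut was called active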
Measles CPE: compounds protecting cells from measles virus cytopathic effect, primary screen, measles RdRp inhibitor project, single point, MLSMR library, absorbance; Measles virus-infected cells, CPE protection; protection (pct of control), % at 4 µM; 1.5% of 140,000 active; in the data active means protection mostly above about 24%, no sharp cut-off; inactive means mostly below about 26%; further: some compounds called inactive have numbers as strong as hits
GALR2 antag: GALR2 antagonists in receptor-expressing cells, primary screen. Galanin receptor type 2 (Homo sapiens), O43603. antagonist mode. inhibition, % at 4 µM. 0.39% of 140,000 active. AID 828, 2007; in the data active means inhibition above about 27%;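 further: cells stimulated with galanin 1-16 at roughly its EC80; 0% = agonist challenge control and 100% = basal control without agonist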
Target sequence (O43603 whole entry, looked up): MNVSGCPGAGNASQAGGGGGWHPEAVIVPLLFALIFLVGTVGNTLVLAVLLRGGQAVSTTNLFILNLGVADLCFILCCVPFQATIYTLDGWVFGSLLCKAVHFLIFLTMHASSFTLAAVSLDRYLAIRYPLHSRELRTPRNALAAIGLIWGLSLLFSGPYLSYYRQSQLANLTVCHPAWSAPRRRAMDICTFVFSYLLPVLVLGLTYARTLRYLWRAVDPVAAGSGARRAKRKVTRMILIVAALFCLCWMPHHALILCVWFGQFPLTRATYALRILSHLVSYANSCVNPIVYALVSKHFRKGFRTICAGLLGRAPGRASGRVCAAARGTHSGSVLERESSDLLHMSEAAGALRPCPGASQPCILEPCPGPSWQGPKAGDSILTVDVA
BB579 growth dn: growth inhibitors of yeast BB579 in restrictive medium, primary screen, yeast lifespan-shortening project, S. cerevisiae; OD615, 48 h; inhibition, % at 10 µM; AID 804, 2007; 0.51% of 140,000 active;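 active means inhibition above a set limit, 3 SD over the mean compound inhibition, cut at about 44% in these data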; further: inactives centre near -24
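System: Saccharomyces cerevisiae DeaD strain BB579, replicative lifespan model yeast. Buffer or medium: restrictive glucose-based CSMM-D medium. Doses: one dose, 10 µM compound with 0.25% DMSO. Timing: 4 h preincubation and 48 h exposure at 30 °C. Detection: turbidity as optical density at 615 nm. Benchmarks: amphotericin B 10 µg/mL, positive.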
Numbers without * were called inactive; . = not tested or not shown.

SMILES,bCat KO growth,MRP-1 activ,PTEN del growth,Phagocytosis inh,Yeast life ext,NPY-Y2 antag,E-sel TNF inh,Measles CPE,GALR2 antag,BB579 growth dn
CCOC(=O)C1CCN(S(=O)(=O)c2cc(Br)cc3c2N(C(=O)C2CC2)CC3)CC1,89,-2.5,87,0,-9,3,30,29,7,-45
Oc1ccc(N=C/C=C/c2ccc(Br)cc2)cc1-c1nc2ccccc2s1,23,-3.6,6,-4,-7,-1,.,11,1,-19
O=C(CSc1nc(-c2ccco2)cc(C(F)(F)F)n1)N1CCN(Cc2ccccc2)CC1,78,-1.1,78,0,-6,6,.,18,-2,-85
COc1cc(/C=N/NC(=O)c2ccc([N+](=O)[O-])cc2Cl)cc(Br)c1O,92,-3.0,90,-8,7,3,.,30,-5,-10
COC(=O)C1=C(C)n2nnnc2NC1c1ccc(Cl)cc1 (configuration not stated),93,-1.0,92,-2,5,1,-45,25,9,-52
Cn1c(Cn2c(=O)sc3ccccc32)nnc1SCC(=O)NC1CCCC1,94,-1.4,88,.,2,2,-21,10,0,-3
Cc1cc(C)c(NC(=S)NC(=O)c2ccc(-c3ccccc3)cc2)c(C)c1,75,-0.5,70,-11,-5,10,15,8,-5,-18
CCOc1cc(C(=O)N2CCN=C2SC)cc(OCC)c1OCC,13,0.1,17,.,-12,1,-11,1,24,-28
COc1ccc(-c2c/c(=N\c3nc(-c4ccccc4)c(C)s3)c3ccccc3o2)cc1O,17,-2.0,16,.,-4,1,1,3,0,-33
N#CCCn1cc(C(=O)Nc2ccccc2Br)c(-c2cc3ccccc3o2)n1,71,0.1,48,3,-10,2,4,31,-1,-37

The final 2 entries of the section before are carried over, then new ones follow.
SMILES,bCat KO growth,MRP-1 activ,PTEN del growth,Phagocytosis inh,Yeast life ext,NPY-Y2 antag,E-sel TNF inh,Measles CPE,GALR2 antag,BB579 growth dn
COc1ccc(-c2c/c(=N\c3nc(-c4ccccc4)c(C)s3)c3ccccc3o2)cc1O,17,-2.0,16,.,-4,1,1,3,0,-33
N#CCCn1cc(C(=O)Nc2ccccc2Br)c(-c2cc3ccccc3o2)n1,71,0.1,48,3,-10,2,4,31,-1,-37
CC(C)CNC(=O)C1CCN(c2ccc(S(=O)(=O)N3CCOCC3)cc2Cl)CC1,92,-2.0,86,0,-10,0,-25,7,-3,-30
Nc1nc(SCc2nc(-c3ccccc3)no2)[nH]c(=O)c1-c1ccccc1,94,-1.0,84,1,-10,8,8,17,-9,-30
Cc1ccc2nc(C3CCN(S(=O)(=O)c4ccc5ccccc5c4)CC3)[nH]c2c1,60,-0.8,69,2,-12,3,6,24,-1,-11
C=C(C)Cn1c(N(CCO)Cc2ccccc2)nc2c1c(=O)[nH]c(=O)n2C,95,-3.5,101,-1,-4,3,.,3,4,-14
COc1cc2c(cc1NC(=O)COC(=O)[C@@H](NC(=O)c1ccccc1F)C(C)C)oc1ccccc12,64,-0.7,59,-12,-8,1,.,9,-8,-15
COc1cc(/C=N/n2c(C)n[nH]c2=S)ccc1OCc1ccccc1,99,-3.4,98,-6,-6,5,-23,79*,0,-24
CCC(C)OC(=O)c1cc(C)nc2c(Br)cc(Br)cc12 (configuration not stated),82,-2.1,88,.,.,-3,-22,2,-3,-45
O=C(OCCN=C1NS(=O)(=O)c2ccccc21)c1ccccc1,93,-2.3,93,1,-1,0,15,7,-10,-39
O=C(CCc1nc2ccccc2s1)OCC(=O)N1CCN(C(=O)c2ccco2)CC1,101,-0.9,112,-1,-6,6,0,2,-17,-56
O=C(NCCCN1CCN(Cc2ccccc2Cl)CC1)Nc1ccccc1,97,-2.7,107,-1,-20,3,0,5,-9,8

An excerpt from above in order of formula weight, high to low.
SMILES,bCat KO growth,MRP-1 activ,PTEN del growth,Phagocytosis inh,Yeast life ext,NPY-Y2 antag,E-sel TNF inh,Measles CPE,GALR2 antag,BB579 growth dn
CC(C)CNC(=O)C1CCN(c2ccc(S(=O)(=O)N3CCOCC3)cc2Cl)CC1,92,-2.0,86,0,-10,0,-25,7,-3,-30
O=C(CCc1nc2ccccc2s1)OCC(=O)N1CCN(C(=O)c2ccco2)CC1,101,-0.9,112,-1,-6,6,0,2,-17,-56
Nc1nc(SCc2nc(-c3ccccc3)no2)[nH]c(=O)c1-c1ccccc1,94,-1.0,84,1,-10,8,8,17,-9,-30
COc1cc(/C=N/n2c(C)n[nH]c2=S)ccc1OCc1ccccc1,99,-3.4,98,-6,-6,5,-23,79*,0,-24

More records follow:
SMILES,bCat KO growth,MRP-1 activ,PTEN del growth,Phagocytosis inh,Yeast life ext,NPY-Y2 antag,E-sel TNF inh,Measles CPE,GALR2 antag,BB579 growth dn
O=C(Nc1ccc([N+](=O)[O-])cc1)/C(=C/c1cccc([N+](=O)[O-])c1)NC(=O)C1CCCCC1,71,-3.7,54,.,-19,1,19,31,3,-12
Cc1cccc2cc(CN(CCN(C)C)C(=S)NCc3ccco3)c(=O)[nH]c12,88,-4.1,94,-6,-5,2,9,7,3,19
CCOC(=O)c1cc(-c2ccco2)nc2c1c(C)nn2-c1cccc(Cl)c1,87,-1.7,82,.,0,1,-1,7,-15,-33
N#Cc1ccsc1NC(=O)CN1CCN(S(=O)(=O)c2ccccc2C(F)(F)F)CC1,83,-3.5,74,-6,0,4,.,7,-10,-46
COc1cc(C2C(C#N)=C(N)Oc3cc(C)n(CCN4CCOCC4)c(=O)c32)cc(OC)c1OC (configuration not stated),114,-1.2,109,.,-10,2,3,27,0,-35
NC(=O)c1c(NC(=O)C2c3ccccc3Oc3ccccc32)sc2c1CCCCC2,82,-3.0,85,4,-4,2,24,9,-3,-30
Cc1cccc(/C=N/NC(=O)CN2CCCCCCC2)c1,90,-0.7,98,-8,8,4,.,6,3,-49
O=C(Nc1c(Cl)cc(Cl)cc1C(=O)NCC1CCCO1)c1ccco1 (configuration not stated),90,-0.2,.,.,-8,4,.,4,2,-14
COc1ccc(-n2nc(C(=O)NCc3ccco3)c3ccccc3c2=O)cc1,77,-2.7,64,.,-2,1,.,6,-4,-14
O=C1CCCC2=C1C(c1cccs1)Nc1ccc3ncccc3c12 (configuration not stated),65,-4.0,62,.,-5,2,-74,10,4,-17
Cc1ccccc1-c1nc(S(=O)(=O)c2ccc(Cl)cc2)c(NCCN2CCOCC2)o1,85,0.7,74,.,-4,1,-1,8,4,-24
COc1cc(OC)c(C2CC(=O)N3CN(c4ccccc4C)CSC3=C2C#N)cc1OC (configuration not stated),81,-4.6,68,0,-6,1,-17,3,9,-33
CCCCN1C(=O)c2ccc(C(=O)Nc3ccc(S(=O)(=O)N(C)C)cc3)cc2C1=O,93,1.0,94,7,4,0,11,21,0,-30
CCOc1ccc2nc(Nc3nc4ccc(NC(C)=O)cc4s3)sc2c1,75,-3.5,91,-8,-2,2,2,5,-7,-29
C=CCNc1nc(-c2sc(NC(=O)CC)nc2C)cs1,84,-4.9,83,.,-8,4,-14,7,-3,-35
Cc1cccc(N=C2N=C(N)c3ccccc32)c1,70,-3.8,74,.,-9,-1,5,8,0,-18
Cc1nc(S(=O)(=O)N(C)c2ccccc2)c(C#N)c(C)c1Cl,3.3*,-5.3,4,.,-14,4,2,11,5,-8
CC(C)(C)c1ccc(OCCC(=O)NC2=NCCS2)cc1,90,1.0,91,.,-7,1,-2,2,-6,-11
Cc1ccccc1NC(=O)CNc1ccc(Cl)c(C(F)(F)F)c1,67,-1.9,66,-6,-8,1,.,45,-5,-2
COc1cc2c(cc1OC)C(c1cccnc1)CC(=O)N2 (configuration not stated),97,-0.6,98,0,-6,2,.,16,0,29
CCOC(=O)C1CCCN(c2c(Nc3ccc(C)c(C)c3)c(=O)c2=O)C1 (configuration not stated),97,-3.6,101,-2,-4,3,-22,13,-3,-22
CC(=O)N1CCN(Cc2nc3cc(NC(=O)c4ccccc4C)ccc3n2C)CC1,87,-1.3,83,.,0,2,13,5,2,-50
Cc1cccc(C(=O)Nc2ccccc2C(=O)OCc2c(C)noc2C)c1,83,0.1,93,.,-20,16,-15,90*,-8,-53
COc1cc(S(=O)(=O)Nc2ccc(C)cc2)ccc1N=Cc1c(C)[nH]n(-c2ccc(C)cc2)c1=O,85,-1.4,84,-7,3,-1,.,28,3,-32
Cc1cc(C)c(NC(=O)c2ccccc2N(C)S(C)(=O)=O)c(C)c1,98,-2.0,95,-3,-2,3,4,4,7,-2
CCc1cc2c(CN3CCN(C)CC3)cc(=O)oc2cc1O,91,-2.2,95,-2,-10,0,.,15,4,-26
CCN1C(=O)c2cccc3c(S(=O)(=O)NCCc4c[nH]c5ccccc45)ccc1c23,86,-1.9,96,-2,-14,3,-1,6,8,-54
C#CCSc1nc(Cc2ccc(Cl)cc2)nc2ccccc12,41,-2.5,48,.,1,2,-53,27,10,-43
